# M1 PAM parental: M1 PAM counterscreen hit in parental CHO-K1 cells. ATP EC20, Fluo-8 calcium fluorescence; 0% at ATP EC20, 100% at ATP max. activation, % at 3 µM. 0.02% of 360,000 active. AID 602247;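 active = activation above the run cutoff, the mean activation of all test compounds plus 3 SD, cut at about 40% in these data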;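 note: peak over basal fluorescence ratio in a 140 s read after ATP addition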
# CHRM1 PAM: positive allosteric modulators of human M1 muscarinic receptor; CHO-K1 hM1, Fluo-8 calcium fluorescence, ACh EC20; 0% = ACh EC20, 100% = maximal ACh; activation, % at 3 µM; 0.088% of 360,000 active; AID 588819; in the data active = activation above about 19%, passing the limit was not always enough
# Target sequence (P11229 whole entry, looked up): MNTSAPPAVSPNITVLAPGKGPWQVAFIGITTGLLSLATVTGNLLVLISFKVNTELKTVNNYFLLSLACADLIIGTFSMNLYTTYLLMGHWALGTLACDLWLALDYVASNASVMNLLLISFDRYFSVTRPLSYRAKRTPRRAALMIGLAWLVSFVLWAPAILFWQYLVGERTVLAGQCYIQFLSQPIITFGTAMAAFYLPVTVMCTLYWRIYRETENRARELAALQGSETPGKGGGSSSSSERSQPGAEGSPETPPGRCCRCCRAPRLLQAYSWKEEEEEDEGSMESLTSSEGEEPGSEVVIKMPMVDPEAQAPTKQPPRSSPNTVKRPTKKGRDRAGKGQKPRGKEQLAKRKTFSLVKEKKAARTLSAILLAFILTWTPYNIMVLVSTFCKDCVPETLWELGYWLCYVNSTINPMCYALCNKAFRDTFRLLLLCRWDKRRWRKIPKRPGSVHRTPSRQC
# CHO-K1 Ca ag: M1 agonist counterscreen hit in parental CHO-K1 cells; 0.48% of 360,000 active; AID 602248; activation, % at 3 µM; Fluo-8 calcium fluorescence; scaled to maximal ATP response, vehicle zero; in the data active = activation above about 15%;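 note: untransfected CHO-K1 host cells lacking M1 receptor as counterscreen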
# TAAR1 antagonist: human TAAR1 antagonism; CHO RD-HGA16 TAAR1, Fluo-8 calcium fluorescence, antagonist; 1.5% of 360,000 active; Q96RJ0; AID 624466; inhibition, % at 3 µM;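 active = inhibition above a per-plate cutoff, the mean inhibition of test compounds on that plate plus 3 SD, cut at about 49% in these data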;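 note: 0% = DMSO plus EC80 beta-PEA response and 100% = DMSO alone without agonist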
# Target sequence (Q96RJ0 whole entry, looked up): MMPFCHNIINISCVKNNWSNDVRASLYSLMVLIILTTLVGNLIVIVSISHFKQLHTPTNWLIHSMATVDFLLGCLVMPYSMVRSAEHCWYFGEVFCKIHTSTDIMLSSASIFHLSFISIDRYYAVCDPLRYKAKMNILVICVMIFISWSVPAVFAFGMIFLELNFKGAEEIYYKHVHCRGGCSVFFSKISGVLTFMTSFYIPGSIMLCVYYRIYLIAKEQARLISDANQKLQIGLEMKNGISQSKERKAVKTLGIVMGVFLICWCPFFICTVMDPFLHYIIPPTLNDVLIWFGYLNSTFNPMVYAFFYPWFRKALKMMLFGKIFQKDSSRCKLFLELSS
#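 System: RD-HGA16 CHO cells with stable hTAAR1 and Gα16 | Probe or stimulus: EC80 β-phenethylamine stimulus | Dosing: 3 µM, single point | Times: Dye loading 75 min at 37 °C, then 30 min room temperature | Measured by: Fluo-8 calcium-sensitive fluorescence | Read-out basis: % inhibition of agonist calcium response | Replicates: n of 1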
# TAAR1 agonist: agonists of human TAAR1; CHO RD-HGA16 TAAR1, Fluo-8 calcium fluorescence; vehicle wells 0%, saturating PEA agonist 100%; activation, % at 3 µM; 0.99% of 360,000 active; AID 624467;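 active = activation above the mean activation of all test compounds in the run plus 3 SD, cut at about 38% in these data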
#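 System: CHO-derived RD-HGA16 cells with stable Gα16 and human TAAR1 / Times: 17-24 h plating, Fluo-8 75 min 37 °C, 30 min RT / Technique: calcium-sensitive Fluo-8 signal, excitation 470-495, emission 515-575 nm / Measure: % activation relative to PEA EC100 response / Benchmarks: DMSO and PEA EC100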
# CHRM1 agonist: activates human CHRM1 receptor | activation, % at 3 µM | CHO-K1 hM1, Fluo-8 calcium fluorescence, agonist mode; 0% DMSO, 100% acetylcholine EC100 | P11229 | 0.33% of 360,000 active;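 active = activation above the run's mean compound activation plus 3 SD, cut at about 16% in these data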;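 note: peak over basal fluorescence ratio within a 140 s kinetic read after compound addition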
# CHO parental Ca: counter-screen for OX1R antagonists: effect in parental CHO cells; 0.63% of 330,000 active; AID 463079; inhibition, % at 5.6 µM; parental CHO-K1, ATP-induced calcium, Fluo-8 fluorescence;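 active = inhibition above that plate's mean sample inhibition plus 3 SD, cut at about 26% in these data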;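 note: 0% = ATP-challenged DMSO wells and 100% = DMSO wells without ATP; some compounds past the cut are filed as inactive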
#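 material = parental CHO cells | also added = ATP as calcium-mobilizing challenge | dosing = single point at 5.6 µM | detection = intracellular calcium via Fluo-8 no-wash fluorescent dye | read-out = % inhibition | benchmarks = low control ATP plus DMSO, high control DMSO only | repeats = one well per compound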
# M1 antag: human CHRM1 antagonism; P11229; CHO-K1 hM1, Fluo-8 calcium fluorescence, ACh EC80 antagonist; inhibition, % at 3 µM; 1.3% of 360,000 active; AID 588852;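 active = percent inhibition above its own plate's cutoff, namely the mean of that plate's compound wells plus 3 SD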;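 note: peak over basal fluorescence ratio during 140 s after agonist addition; 0% = ACh EC80 plus DMSO and 100% = DMSO alone without agonist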
# CHO-K1 Ca antag: counter-screen for M1 antagonists: effect in parental CHO-K1 cells. ATP-induced calcium, Fluo-8 fluorescence. inhibition, % at 3 µM. 0.6% of 360,000 active. AID 602250;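 active = inhibition above a per-plate cutoff, the plate's mean sample inhibition plus 3 SD, cut at about 24% in these data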;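 note: 0% = DMSO plus EC80 ATP and 100% = DMSO alone without ATP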
# * = called active by the depositor; · = not tested or not shown.
SMILES,M1 PAM parental,CHRM1 PAM,CHO-K1 Ca ag,TAAR1 antagonist,TAAR1 agonist,CHRM1 agonist,CHO parental Ca,M1 antag,CHO-K1 Ca antag
Cc1ccc(C)c(CN2CCC(n3nccc3NC(=O)C3CCCC3)CC2)c1,12,7,2.2,-6,-1,-5,-12,-11,-13
CN(CC(=O)Nc1c(Cl)cccc1Cl)C(=O)c1cc2ccccc2cc1O,-9,15,0.5,3,3,2,-14,-11,17
Cc1ccc(NC(=S)N(Cc2ccccc2)C(C)C)cc1,23,11,9.9,-11,1,-1,-6,-6,-3
CCCCn1c(N)c(N(CCOC)C(=O)CCc2ccc(OC)cc2)c(=O)[nH]c1=O,11,11,-0.5,-6,1,-3,-5,-8,-7
C=CCNC(=S)N1CCN(c2cc3c(cc2F)c(=O)c(C(=O)O)cn3CC)CC1,10,10,0.3,-4,2,-2,-6,-19,-6
C=CC[N+](C)(C)CC(=O)OCc1ccccc1,23,5,6.3,-2,5,-13,-3,1,-7
Cc1ccc2nc(-c3cccc(Br)c3)c(Cc3ccccc3C(F)(F)F)n2c1,3,-3,-0.7,-26,0,-5,·,-18,-8
c1ccc2c(c1)ncn2CCC1CCCCC1,13,4,1.1,7,15,-5,-18,0,-1
Cc1ccc(S(=O)(=O)N(CCC(=O)NCc2ccc(S(N)(=O)=O)cc2)c2ccccc2)cc1,4,9,1.4,-3,0,-4,·,-6,0
Cc1cc(C)c(C)c(S(=O)(=O)NCc2ccncc2)c1C,-27,-8,14,11,0,-1,5,21,5
O=c1[nH][nH]c2nc(C(F)(F)F)cc(C(F)(F)F)c12,3,1,0.3,5,0,-2,2,1,0
O=C(C1CCN(S(=O)(=O)c2cc(Cl)ccc2Cl)CC1)N1CCCC1,10,11,1.9,-5,2,-6,-5,-17,-16
CSc1ncnc2c1ncn2CCCNCc1ccccc1,9,1,2.8,-2,1,-9,·,-4,-5
CCOCCn1c(CN2CCCCC2)nc2c1c(=O)n(C)c(=O)n2C,-7,2,0.0,-7,1,-7,-6,-9,11
CN(C(=O)c1ccc(F)c(S(=O)(=O)N2CCOCC2)c1)C1CCCCC1,8,-12,1.9,3,-2,-7,-4,19,-8
CC(=O)Nc1ccc(NC(=O)COc2c(C)cc(Br)cc2C)cc1,-3,0,0.2,4,2,-4,-14,1,-11
O=C(CCCNS(=O)(=O)c1cccs1)N1CCN(c2cccc(Cl)c2)CC1,10,-2,3.2,3,10,-1,8,4,-8
CCCn1nnc(NC(=S)NC(=O)CC)n1,1,5,0.0,-16,1,-2,-1,-6,-15
CCOc1ccc(CC(=O)OCn2nnc3ccccc3c2=O)cc1,16,2,1.2,-12,11,-3,-19,8,-19
COc1ccc(CCN2C(=O)C=CC2=O)cc1OC,2,3,9.1,17,17,0,·,-2,7
O=C(NC(=S)Nc1cccc([N+](=O)[O-])c1)C1CCCC1,9,-1,0.4,-1,-2,-6,6,-2,-13
CN(c1ccc(Cl)cc1)S(=O)(=O)c1nnc(NC(=O)c2ccco2)s1,-10,-3,2.9,-4,0,-2,-3,6,-2
N#Cc1ccccc1NC(=O)CN1CCOCC1,2,-2,0.3,-5,0,-1,-7,2,-9
CCn1c(C)nc2cc(C(=O)N/N=C(\C)c3ccc(N4CCOCC4)cc3)ccc21,15,0,0.6,24,1,-3,6,12,-7
COc1cc(C(=O)Nc2ccc(N(C)C)cc2)cc(OC)c1OC,12,12,0.6,6,2,-1,-15,-34,-19
COc1ccc(-c2cc(C(=O)NCc3cccnc3)no2)cc1OC,-6,2,-0.3,23,3,-1,-6,-4,0
N#C/C(=C\c1cccs1)C(=O)NCc1cccnc1,20,10,0.1,7,9,-5,-9,-8,-3
Cc1ccc(SCC(=O)N(C)C2CCS(=O)(=O)C2)cc1 (stereo not given),0,-6,-0.1,-20,4,-7,3,0,4
O=C(Nc1nccs1)[C@@H]1CC=C[C@@H]2CCN(Cc3ccccc3)C(=O)[C@@H]21,-2,3,0.0,7,14,-8,-17,-2,0
CN(/N=C/c1cccnc1)c1cnn(-c2ccc(F)c(Cl)c2)c(=O)c1Cl,1,-4,0.1,-11,3,-3,-15,6,2
Cc1nc(N)sc1C(=O)OCC(C)C,24,23,0.5,0,-1,0,-17,-22,-16
CC(=O)NCCC(=O)Nc1nc2ccc(Oc3ccccc3)cc2s1,8,4,2.4,8,4,-5,-16,-3,-21
CC(C)(C)c1nc2c(Br)cc(Br)cc2c(=O)o1,-5,1,0.2,1,-1,-3,-2,3,-2
O=C(Nc1ccc2c(c1)C(=O)N(CC1CCCO1)C2=O)c1ccc(Cl)c(Cl)c1 (stereo not given),16,5,1.1,12,10,-2,-20,-8,-6
CCO[C@H]1OC(C(=O)NCc2ccccc2)=C[C@@H](c2cn(C(C)=O)c3ccccc23)[C@@H]1CCCO,19,-9,5.1,18,45*,5,-4,18,-5
Cc1ccc(C)n1-c1ccc(-c2nnc3n2CCCCC3)s1,2,-3,-0.4,-11,0,-6,-10,4,1
O=C(O)/C=C/C(=O)Nc1ccc2c(c1)C(=O)c1ccccc1C2=O,8,9,0.5,-20,0,-4,-5,-16,-7
COC(=O)C1CCN(S(=O)(=O)c2cc3c4c(c2)CCN4C(=O)CC3)CC1,-1,4,1.1,-15,0,-1,·,-4,-8
O=C(CCC(=O)c1ccc(Cl)cc1)NCc1ccccc1,-3,9,0.0,-6,0,-1,-4,-4,-13
Nc1cc(C(=O)N2CCN(c3ccccc3Cl)CC2)ccc1N1CC2CC(C1)c1cccc(=O)n1C2 (stereo not given),20,8,0.4,-3,1,-5,·,-15,-4

# Look-ups from the list:
# C=CC[N+](C)(C)CC(=O)OCc1ccccc1 in M1 antag shows 1
# O=C(NC(=S)Nc1cccc([N+](=O)[O-])c1)C1CCCC1 in CHO-K1 Ca ag shows 0.4

# Carrying on.
SMILES,M1 PAM parental,CHRM1 PAM,CHO-K1 Ca ag,TAAR1 antagonist,TAAR1 agonist,CHRM1 agonist,CHO parental Ca,M1 antag,CHO-K1 Ca antag
CCCC(=O)Nc1cc(C(=O)O)ccc1Sc1ccccc1,-4,4,0.4,-11,3,-7,-3,-4,-12
O=C(C1CCCN(Cc2ccncc2)C1)N1CCc2ccccc2C1 (stereo not given),12,0,0.3,·,·,-6,3,-8,-11
O=C1NC(=O)/C(=C\c2ccc(Oc3ccc([N+](=O)[O-])cn3)cc2)S1,-7,-5,2.1,-6,-1,-3,17,10,6
Cc1ccc(CNC(=O)c2ccccc2NS(=O)(=O)c2ccc(Cl)nc2)cc1,21,0,14,-18,4,3,-6,2,-5
O=C(CCCN1C(=O)c2ccccc2C1=O)N1CCCCC1,15,-4,0.4,-10,13,-3,7,0,-1
CCOc1ccc(N(Cc2cc3cc(OC)ccc3[nH]c2=O)S(C)(=O)=O)cc1,11,5,0.2,12,5,-3,-15,0,-3
O=C(Cc1ccccc1)Nc1cccc([N+](=O)[O-])c1,10,3,0.3,0,9,-5,-9,-6,1
O=C(CN(Cc1ccccc1F)C(=O)Cn1nnc(-c2cccs2)n1)NCC1CCCO1 (stereo not given),11,9,0.6,14,6,0,-8,-13,-12
O=C(Nc1nnc(COc2ccc(F)cc2)s1)c1cccs1,1,3,0.5,-6,4,0,15,-26,2
Cc1cccc(NS(=O)(=O)c2ccc(C(=O)NCC(c3ccco3)N(C)C)cc2)c1C (stereo not given),-22,-7,3.1,12,8,-5,-3,12,-4
Cc1ccccc1CSc1ncc(C#N)c(N)n1,-13,0,0.2,-1,7,-4,-11,-1,-31
CCN(CC(=O)Nc1ccccc1C(F)(F)F)C(=O)CN1C(=O)NC2(CCCC2)C1=O,5,7,-0.1,-11,1,-2,-16,-5,11
COc1cc2c(cc1OC)C(C)N(C(C)=O)CC2 (stereo not given),6,1,-0.1,-4,3,-2,-2,-3,-17
COc1cccc(NC(=O)CN(C)C(=O)COc2cc(C)ccc2Cl)c1,-19,-5,0.6,-13,1,-2,-7,1,14
CCCc1cc(CCC)n2nc(N)nc2n1,-6,8,-0.4,-7,1,-1,·,-6,10
CC1CC(C)CN(C(=O)/C=C/c2ccc([N+](=O)[O-])s2)C1 (stereo not given),14,10,0.4,20,-1,-4,·,-5,-19
C[C@@H](NC(=O)c1nc[nH]c1C(=O)N1CCc2ccccc2C1)c1ccccc1,14,2,-0.1,-8,10,-10,-9,3,-10
CC(C)Nc1nc(NC(N)=S)nc(NC(C)(C)C)n1,22,8,0.7,8,6,-14,-9,-5,-5
COc1ccc(N2C(=O)CC(C)(C)CC2=O)cc1OC,10,3,1.1,-9,2,-1,-1,-13,-12
COc1ccc(S(=O)(=O)N(C)C)cc1NC(=O)CN1CCN(C(=O)C2CC2)CC1,16,-5,5.9,3,7,-3,-7,25,-9
O=C(CN1C(=O)CCC1=O)NNc1ccc2ccccc2c1,-4,3,0.1,11,6,-3,-8,0,-11
CCN1CCN(Cc2cccc(Oc3ccccc3)c2)CC1,12,-19,0.5,·,·,-11,-9,1,-12
Cc1cc(C(=O)COc2ccc(Br)cc2F)c(C)n1C1CC1,4,2,0.1,16,9,-2,-10,-2,-16
CC(C)Nc1ccc(Nc2ccnc3cc4ccccc4cc23)cc1,5,-4,0.4,1,1,-7,-5,-9,-7
O=C(Nc1ccc([N+](=O)[O-])cc1)c1cccc([N+](=O)[O-])c1,22,6,1.0,22,6,-1,·,-13,-15
Cc1ccc(CNCC(=O)Nc2ccc(C)cc2Br)cc1,7,12,1.1,-21,6,-4,-16,-6,-31
NC(=O)c1ncn([C@@H]2O[C@H](CNS(=O)(=O)c3cc4ccccc4s3)[C@@H](O)[C@H]2O)n1,6,2,0.3,-11,0,-3,·,-7,-2
Cc1ccc(C(=O)/C=C/Nc2cccc(O)c2)cc1,-13,4,0.6,2,4,-2,-17,-2,5
CCN(CC(=O)Nc1ccccc1OC)CC(=O)Nc1sccc1C#N,14,6,8.3,-23,6,-6,-1,-4,-12
COC(=O)[C@]12CCCCC=C1N(Cc1ccco1)C(=O)[C@H](CC(=O)NCCCCc1ccccc1)C2,6,·,1.8,13,2,·,·,·,-9
CC(C)COc1ccc(-c2cc(C(=O)NN)[nH]n2)cc1,-6,2,0.7,-2,4,-1,-1,3,7
Cn1c(CCNC(=O)c2ccco2)nc2cc(NS(=O)(=O)c3ccc(Cl)cc3)ccc21,15,0,2.1,13,7,-4,6,-4,-5

# High-throughput results: PubChem BioAssay, The Scripps Research Institute Molecular Screening Center
